# Bioassay records (PubChem)
# Epigenetic derep – Quantitative High-Throughput Screen for Regulators of Epigenetic Control; murine LDR cells, GFP reporter derepression, 30 h; Potency, µM (titrated, usually from 53.9 µM), inactives show top-dose GFP activation, usual class: activators; 280,000 tested, 0.2% active; AID 1865, 2009; further: potency means the concentration at half of the fitted maximal effect; % of control where 0% means no effect; nearly all actives have a fitted effect of over 60% in size
#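 Murine LDR cells carrying a silenced, genomically integrated CMV-driven GFP reporter were exposed to compound for 30 hours at 37 C. After PBS washes, GFP-positive cells (20–120 um objects) were counted by laser-scanning microplate cytometry.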
# TRb SRC2 PPI – qHTS for Inhibitors of the Interaction of Thyroid Hormone Receptor and Steroid Receptor Coregulator 2 | AID 1469, 2008 | Thyroid hormone receptor beta (Homo sapiens), P10828 | 280,000 tested, 0.065% active | Potency, µM (titrated, usually from 106 µM), for inactives: at the highest dose activity change, negative = inhibition, most hits filed as inhibitors | TRbeta-SRC2 peptide binding, fluorescence polarization; receptor liganded with 1 µM T3;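 further: potency means the concentration at half of the fitted maximal effect; plate controls were bound peptide for no effect and peptide without receptor for full effect; nearly all actives have a fitted effect of over 50% in size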
# Target sequence (P10828 whole entry, looked up): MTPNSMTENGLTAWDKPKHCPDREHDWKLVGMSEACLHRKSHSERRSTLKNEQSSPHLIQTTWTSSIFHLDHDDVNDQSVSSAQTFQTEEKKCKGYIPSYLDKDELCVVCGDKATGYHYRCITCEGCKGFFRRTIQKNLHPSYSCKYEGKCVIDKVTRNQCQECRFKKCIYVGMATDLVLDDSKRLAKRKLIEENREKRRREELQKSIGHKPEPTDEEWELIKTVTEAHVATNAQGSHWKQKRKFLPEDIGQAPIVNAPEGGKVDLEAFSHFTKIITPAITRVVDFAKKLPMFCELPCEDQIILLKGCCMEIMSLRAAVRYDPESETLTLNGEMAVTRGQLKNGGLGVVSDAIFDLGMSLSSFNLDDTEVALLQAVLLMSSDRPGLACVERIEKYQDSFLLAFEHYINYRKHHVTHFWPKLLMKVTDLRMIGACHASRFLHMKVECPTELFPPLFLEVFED
#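 Fluorescence polarization of 20 nM Texas Red SRC2 peptide (20-aa NR interaction domain) bound to 0.6 uM human TRb ligand-binding domain, with 1 uM T3, after 5 hr at ambient temperature; inhibition seen as decreased polarization.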
# TR SRC2 fluor cs – Total Fluorescence Counterscreen for Inhibitors of the Interaction of Thyroid Hormone Receptor and Steroid Receptor Coregulator 2; TRb/SRC2 Texas Red total fluorescence interference; Potency, µM (doses to about 106 µM), without a hit: top-dose fluorescence change, negative = quenching; 280,000 tested, 0.29% active; AID 1479, 2009; active means well fitted curve in either direction with a large enough effect; inconclusive means small, poorly fitted or top-dose-only effect; further: potency means the concentration at half of the fitted maximal effect; on the % scale 0 is the no-effect control and ±100 the full control effect
#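 Flags fluorescent or light-absorbing compounds by total fluorescence, S + 2P, at 555 nm excitation and 632 nm emission. Mixture: 20 nM Texas Red SRC2 peptide, 0.6 uM human TRb LBD, 1 uM T3, 5% DMSO; compound exposure 5 h at ambient temperature.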
# GLA spleen mod – qHTS Assay for Inhibitors and Activators of Human alpha-Galactosidase From Spleen Homogenate | Alpha-galactosidase A (Homo sapiens), P06280 | human spleen homogenate, 4MU-alpha-Gal fluorescence, 40 min | Potency, µM (highest dose often 80 µM), for the others: top-dose activity change, negative = inhibition, hits mostly inhibitors | 240,000 tested, 0.008% active;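 further: potency means the concentration at half of the fitted maximal effect; 0% = enzyme with vehicle and -100% = no enzyme basal signal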
#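 Human spleen homogenate (1 ug) was the enzyme source, with 4-methylumbelliferyl-alpha-D-galactopyranoside (1 mM final) in pH 5.0 citrate buffer with 0.01% Tween-20. Compounds were titrated; after 40 min at 37C, NaOH/glycine stop, 4-MU fluorescence read; AC50 from Hill fits.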
# Tau fluor counter – Counterscreen qHTS for Inhibitors of Tau Fibril Formation, Fluorescence Polarization; 280,000 tested, 0.93% active; Potency, µM (doses to about 57.7 µM), inactives show top-dose activity change, negative = decrease; tau K18 P301L (four-repeat tau fragment) Alexa594 fluorescence, heparin fibrillization; further: potency means the concentration at half of the fitted maximal effect; on the % scale 0 is the no-effect control and ±100 the full control effect; nearly all actives have a fitted effect of over 55% in size
#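 Human K18 P301L tau (15 uM unlabeled plus 0.24 uM Alexa 594-labeled, final) in 100 mM sodium acetate pH 7 was mixed with compound and 20 uM heparin and incubated 6 hr at 37 C.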
# NPSR antagonist – qHTS Assay for Antagonists of the Neuropeptide S Receptor: cAMP Signal Transduction; 220,000 tested, 1% active; Potency, µM (highest dose often 38.3 µM), for the others: at the top dose activity change, negative = inhibition, usual class: inhibitors; CHO-NPSR cells, cAMP TR-FRET, antagonist mode; AID 1461, 2008; Q6W5P4; further: potency means the concentration at half of the fitted maximal effect; on the % scale 0 is the no-effect control and ±100 the full control effect; nearly all actives have a fitted effect of over 50% in size; many of its hits are not listed in these tables
# CBFb-RUNX1 inh – qHTS Assay for Compounds Blocking the Interaction Between CBF-beta and RUNX1 for the Treatment of Acute Myeloid Leukemia; AlphaScreen CBFb-His/RUNX1-biotin binding, biochemical; 230,000 tested, under 10 active; Potency, µM (doses to about 59.8 µM), for the others: at the highest dose activity, negative = inhibition, most hits filed as inhibitors; Runt-related transcription factor 1 (Homo sapiens) + Core-binding factor subunit beta …; further: % of control where 0% means no effect
# Target sequence (Q01196 whole entry, looked up): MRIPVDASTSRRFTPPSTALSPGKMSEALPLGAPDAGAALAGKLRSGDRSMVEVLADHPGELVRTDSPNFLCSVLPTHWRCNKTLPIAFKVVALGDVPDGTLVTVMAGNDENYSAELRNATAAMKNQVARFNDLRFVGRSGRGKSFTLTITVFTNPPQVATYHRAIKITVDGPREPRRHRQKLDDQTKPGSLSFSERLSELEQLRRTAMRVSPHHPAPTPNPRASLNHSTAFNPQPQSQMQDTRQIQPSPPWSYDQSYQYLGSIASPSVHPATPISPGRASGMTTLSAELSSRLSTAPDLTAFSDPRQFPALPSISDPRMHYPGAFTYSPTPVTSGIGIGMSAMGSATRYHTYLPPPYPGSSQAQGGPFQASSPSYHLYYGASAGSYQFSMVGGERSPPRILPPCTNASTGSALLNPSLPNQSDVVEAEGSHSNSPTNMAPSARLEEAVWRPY
# Target sequence (Q13951 whole entry, looked up): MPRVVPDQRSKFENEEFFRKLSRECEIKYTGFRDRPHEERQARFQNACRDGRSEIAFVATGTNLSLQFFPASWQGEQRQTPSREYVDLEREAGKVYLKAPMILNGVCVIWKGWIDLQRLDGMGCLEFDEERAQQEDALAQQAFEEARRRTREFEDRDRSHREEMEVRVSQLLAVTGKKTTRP
#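 His-tagged CBF-beta and biotinylated RUNX1 (30 nM each) were premixed 20 min at room temperature, exposed to compound for 15 min, then given nickel-chelate and streptavidin AlphaScreen beads (50 ng each). After 90 min, AlphaScreen signal was read.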
# Tau fibril FP – qHTS for Inhibitors of Tau Fibril Formation, Fluorescence Polarization. Potency, µM (doses to about 57.7 µM), inactives show at the highest dose activity, negative = inhibition, hits mostly inhibitors. K18 P301L tau heparin fibrillization, Alexa594 FP, 6 h. Microtubule-associated protein tau (Homo sapiens), P10636. 280,000 tested, 0.39% active; further: potency means the concentration at half of the fitted maximal effect; on the % scale 0 is the no-effect control and ±100 the full control effect; nearly all actives have a fitted effect of over 55% in size
#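 FP of Alexa 594-tau after heparin (20 uM) induction. Substrate: human K18 P301L, 15 uM unlabeled, 0.24 uM labeled. Buffer 100 mM sodium acetate pH 7. 6 hr, 37 C.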
# The depositor's hits bear a star; ? = inconclusive; / = not tested or not shown; & = joins results of further samples; [ ] = remark or other dose. Unless noted, the call rests on the fitted dose curve; in most records, active means well fitted curve in the direction sought with a large enough effect; inconclusive means small, poorly fitted or top-dose-only effect, or another doubt; inactive means no such curve, though single readings can be large; an effect the other way counts as inactive or inconclusive. A portion of the library (hit frequency here may not be typical).
smiles,Epigenetic derep,TRb SRC2 PPI,TR SRC2 fluor cs,GLA spleen mod,Tau fluor counter,NPSR antagonist,CBFb-RUNX1 inh,Tau fibril FP
CCc1nnc(NS(=O)(=O)c2ccc(NC(=S)NC(=O)c3ccccc3)cc2)s1,-0.1%,6%,-1%,1%,-5%,-20%,17%,6%
COC(=O)c1ccccc1NC(=O)NCC1CCCO1 (stereo not given),0.0%,8%,10%,-3%,0%,14%[46.1 µM],4%,-3%
Cc1occc1C(=O)Nc1nnc(C2CCCCC2)s1,1.4%,7%,0%,-5%,-23%,4%[7.67 µM],2%,7%
COC(=O)CSc1nc(N)c(NC(=O)c2ccc(OC)c(OC)c2)c(=O)[nH]1,-0.3%,6%,-1%,-2%,-4%,-11%[46.1 µM],10%,-4%
Cc1ccc(S(=O)(=O)/N=C2\C(=O)c3ccccc3C([O-])=C2n2cc[n+](CCC(C)C)c2)cc1,-1.4%,2%,-1%,7%,-24%,8%[46.1 µM],-2%,-10%
COc1ccc(-n2ccn(Cc3ccc(C)cc3)c(=O)c2=O)cc1OC,1.4%,-7%,?,/,-2%,/,/,8%
Cc1ccc(C(=O)Nc2nnc(S(=O)(=O)N3c4ccccc4CC3C)s2)cc1 (stereo not given),4.2%,-1%,12%,/,-26%,/,/,4%
O=C1C=C(N(CCO)CCO)C2(CCCCC2)O1,-1.0%,0%,1%,2%,3%,-5%[46.1 µM],4%,5%
C/C(=N\N=C1\NC(=O)C(CC(=O)Nc2ccc(C)c(Cl)c2)S1)C(C)(C)C (stereo not given),0.1%,-1%,-1%,3%,?,2%,20%,?
COc1ccc(/C(N)=N/OC(=O)c2cccc([N+](=O)[O-])c2)cc1OC,0.0%,-7%,-4%,-5%,?,2%[46.1 µM],2%,-6%
O=C(O)C1=NOC(CNc2ncc(C(F)(F)F)cc2Cl)C1 (stereo not given),3.6%,3%,-2%,-7%,7%,26%,5%,-2%
COc1cc2c(cc1OC)C(=O)CC(C)S2 (stereo not given),0.0%,-2%,2%,-12%,-1%,-5%[46.1 µM],2%,-8%
COc1ccccc1OCC(=O)Nc1ccccn1,-6.9%,-15%,2%,4%,2%,-2%[46.1 µM],1%,6%
CC(=O)c1ccc(Nc2nc3c(S(=O)(=O)c4ccccc4)nnn3c3ccc(Cl)cc23)cc1,14%,-4%,-5%,/,?,/,/,?
O=C(CSc1nncn1-c1cccnc1)N1CCOCC1,-6.2%,-6%,-3%,6%,4%,8%,6%,1%
FC(F)(F)c1ccc(CN2C[C@@H]3C(c4ccc(Cl)nc4)C4(c5ccccc5)CC3(C4)[C@H]2c2ccccc2)cc1 (stereo not given in full),-0.1%&-0.4%,-1%&5%,-5%&-2%,2%&2%,-18%&3%,-3%,5%&1%,-6%&-4%
CCOC(=O)c1ccc(NC(=S)Nc2cccc(C)n2)cc1,-1.1%,-3%,-1%,6%,-5%,-31%,?,-6%
Cc1cc2cc(OCC(=O)O)ccc2n1C,0.0%,6%,1%,-1%,4%,1%[46.1 µM],-15%,5%
Cc1c(C#N)c(N)nc2c3c(sc12)NC(=O)CC3c1ccc(Cl)cc1 (stereo not given),1.1%,0%,?,15%,-12%,-47%,-1%,3%
COc1cc(C2/C(=C(/O)c3ccc(F)cc3)C(=O)C(=O)N2CCCC(=O)O)ccc1O (stereo not given),1.9%,-3%,0%,-2%,-6%,-3%[46.1 µM],-2%,-8%
NC(=O)c1ccc(NC(=O)CCCN2C(=O)c3ccccc3C2=O)cc1,0.1%,-7%,-1%,-10%,-2%,-5%[46.1 µM],2%,4%
C=C(C)COc1ccc(-c2ncncc2Oc2ccc(OC)cc2)c(O)c1,0.0%,9%,-1%,3%,-10%,?,3%,3%
Cc1ccc(NC(=O)c2sc3nc(-c4cccs4)ccc3c2N)cc1F,?,0%,-3%,/,?,/,/,-9%
CCOC(=O)c1c(C)[nH]c2c1cc(O)c1ccccc12,0.0%,-1%,-6%,3%,?,-10%[46.1 µM],-12%,-3%
COC(=O)c1cc(=O)n(Cc2ccc3c(c2)OCO3)c(=Nc2ccccc2)s1,0.8%,-15%,-1%,-2%,-3%,?,0%,-8%
COCCCn1c(-c2ccccc2Cl)n[nH]c1=S,1.2%,5%,4%,?,5%,-9%[46.1 µM],-3%,1%
N/C(=N\OC(=O)c1cc(-c2ccccc2)nc2ccccc12)c1ccccn1,1.1%,-3%,-6%,16%,0%,?,11%,-3%
COc1cccc(-n2c(SCC(N)=O)nnc2-c2ccncc2)c1,-6.3%,2%,-1%,-4%,-9%,-5%[46.1 µM],2%,-2%
COc1ccc(C(=O)Nc2ccc3nc4n(c(=O)c3c2)CCCC4)cc1[N+](=O)[O-],1.5%,-3%,-5%,2%,11%,7%,0%,7%
COc1ccc(Nc2nc(N)nc(CN3CCc4ccccc4C3)n2)cc1,0.0%,5%,1%,3%,-14%,-7%[46.1 µM],/,2%
Cc1cccc(N2CCN(C(=O)c3nn(C)c4c3CSc3ccccc3-4)CC2C)c1 (stereo not given),9.9%,3%,-1%,/,-3%,/,/,-5%
Cc1nn(Cc2ccc(Cl)cc2)c(C)c1NC(=O)C1CC=CCC1C(=O)O (stereo not given),0.1%,4%,-2%,7%,-9%,4%[46.1 µM],1%,-2%
O=C(O)Cc1ccc(NC(=S)NCc2ccco2)cc1,-2.6%,-4%,0%,0%,4%,6%,1%,-7%
COc1ccccc1NC(=O)c1oc2ccccc2c1NC(=O)C(C)C,-3.8%,-1%,0%,/,-23%,/,/,-8%
CC(C)[C@H](NC(=O)C1(c2ccccc2)CCN(C(=O)OC(C)(C)C)CC1)C(=O)O,3.1%,-11%,-1%,-9%,-2%,-14%[46.1 µM],3%,-10%
CCN(CC)S(=O)(=O)c1ccccc1/C=N\O,-1.9%,-2%,1%,6%,-5%,-4%[46.1 µM],3%,1%
CC(NC(=O)COC(=O)CCc1ccccc1)c1ccccc1 (stereo not given),0.0%,2%,0%,4%,17%,16%,0%,6%
O=C(/C=C/c1cccc([N+](=O)[O-])c1)NCCSCc1ccc(Cl)cc1,1.0%,10%,-3%,-5%,?,-27%,-1%,7%
CN(C)c1ccc(/C=N/NC(=O)C2CC2c2ccccc2)cc1 (stereo not given),-4.0%,-3%,-4%,-2%,?,33%,-3%,13%
C(=N/N1CCN(c2ccccc2)CC1)/c1ccncc1,-0.2%,-1%,0%,5%,-8%,-7%,3%,4%
Cc1cccc(N(C(=O)c2csnn2)C(C(=O)NC(C)(C)C)c2cccnc2)c1 (stereo not given),-1.2%,11%,-1%,-4%,2%,-2%,11%,-3%
COc1ccc(-c2oc3ncn4nc(Cc5ccccc5)nc4c3c2-c2ccc(OC)cc2)cc1,-0.2%,0%,-4%,0%,-3%,-18%[46.1 µM],6%,-3%
Cc1cccc(N2CCN(C(=O)Cn3ncc4c5ccccc5n(C)c4c3=O)CC2C)c1 (stereo not given),-2.4%,1%,-2%,/,-13%,/,/,-1%
CC1=NN(c2nc3ccccc3s2)C(O)(C(F)(F)F)C1 (stereo not given),1.1%,-4%,-4%,-8%,-11%,-5%,3%,0%

# Some of these compounds in order of formula weight, largest number first:
smiles,Epigenetic derep,TRb SRC2 PPI,TR SRC2 fluor cs,GLA spleen mod,Tau fluor counter,NPSR antagonist,CBFb-RUNX1 inh,Tau fibril FP
CCc1nnc(NS(=O)(=O)c2ccc(NC(=S)NC(=O)c3ccccc3)cc2)s1,-0.1%,6%,-1%,1%,-5%,-20%,17%,6%
Cc1cccc(N(C(=O)c2csnn2)C(C(=O)NC(C)(C)C)c2cccnc2)c1 (stereo not given),-1.2%,11%,-1%,-4%,2%,-2%,11%,-3%
Cc1occc1C(=O)Nc1nnc(C2CCCCC2)s1,1.4%,7%,0%,-5%,-23%,4%[7.67 µM],2%,7%

# Exported with values under each structure: nine of the compounds above.
# Value order – Epigenetic derep | TRb SRC2 PPI | TR SRC2 fluor cs | GLA spleen mod | Tau fluor counter | NPSR antagonist | CBFb-RUNX1 inh | Tau fibril FP
CCc1nnc(NS(=O)(=O)c2ccc(NC(=S)NC(=O)c3ccccc3)cc2)s1
  -0.1% | 6% | -1% | 1% | -5% | -20% | 17% | 6%
COC(=O)c1ccccc1NC(=O)NCC1CCCO1 (stereo not given)
  0.0% | 8% | 10% | -3% | 0% | 14%[46.1 µM] | 4% | -3%
Cc1occc1C(=O)Nc1nnc(C2CCCCC2)s1
  1.4% | 7% | 0% | -5% | -23% | 4%[7.67 µM] | 2% | 7%
COC(=O)CSc1nc(N)c(NC(=O)c2ccc(OC)c(OC)c2)c(=O)[nH]1
  -0.3% | 6% | -1% | -2% | -4% | -11%[46.1 µM] | 10% | -4%
Cc1ccc(S(=O)(=O)/N=C2\C(=O)c3ccccc3C([O-])=C2n2cc[n+](CCC(C)C)c2)cc1
  -1.4% | 2% | -1% | 7% | -24% | 8%[46.1 µM] | -2% | -10%
COc1ccc(-n2ccn(Cc3ccc(C)cc3)c(=O)c2=O)cc1OC
  1.4% | -7% | ? | / | -2% | / | / | 8%
Cc1ccc(C(=O)Nc2nnc(S(=O)(=O)N3c4ccccc4CC3C)s2)cc1 (stereo not given)
  4.2% | -1% | 12% | / | -26% | / | / | 4%
O=C1C=C(N(CCO)CCO)C2(CCCCC2)O1
  -1.0% | 0% | 1% | 2% | 3% | -5%[46.1 µM] | 4% | 5%
C/C(=N\N=C1\NC(=O)C(CC(=O)Nc2ccc(C)c(Cl)c2)S1)C(C)(C)C (stereo not given)
  0.1% | -1% | -1% | 3% | ? | 2% | 20% | ?
